# Screening data from PubChem BioAssay.
# GBA activity up: glucocerebrosidase activity enhancement. P04062. L444P Gaucher fibroblasts, 4-MU-glucoside fluorescence, 3 days. activation, % at 10 µM. hit rate 0.44% among 30,000. AID 784; in the data active means activation above about 65%;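 further: 0% = vehicle wells and 100% = positive control wells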
# Target sequence (P04062 whole entry L483P): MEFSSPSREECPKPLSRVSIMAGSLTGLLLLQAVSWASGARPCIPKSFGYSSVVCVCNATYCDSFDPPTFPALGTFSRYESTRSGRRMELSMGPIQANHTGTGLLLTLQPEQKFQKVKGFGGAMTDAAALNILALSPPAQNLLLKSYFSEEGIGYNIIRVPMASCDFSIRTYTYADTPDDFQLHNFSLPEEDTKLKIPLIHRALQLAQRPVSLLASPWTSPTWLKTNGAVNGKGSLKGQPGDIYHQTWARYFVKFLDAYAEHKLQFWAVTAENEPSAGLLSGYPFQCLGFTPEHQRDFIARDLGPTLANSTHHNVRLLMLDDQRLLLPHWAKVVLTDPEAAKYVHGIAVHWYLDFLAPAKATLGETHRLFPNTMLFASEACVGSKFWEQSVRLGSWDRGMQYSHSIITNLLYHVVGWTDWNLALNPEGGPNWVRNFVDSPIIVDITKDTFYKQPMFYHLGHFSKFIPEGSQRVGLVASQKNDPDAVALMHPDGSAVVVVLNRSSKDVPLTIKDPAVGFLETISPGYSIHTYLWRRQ
# The depositor's hits bear a star. Some of the compounds tested; the hit share may differ from the screen's.
# Start of the listing, in advance:
SMILES,GBA activity up
COC(=O)COc1ccc(S(=O)(=O)N2CCN(c3ccccc3F)CC2)cc1C,1
Cc1cc(C)nc(SCC(=O)Nc2ncc3c(n2)CCCC3=O)n1,-31
CCOC(=O)C1CCN(c2c(NCCCN(CC)c3ccccc3)c(=O)c2=O)CC1,-34

# Main list, repeating the preview:
SMILES,GBA activity up
COC(=O)COc1ccc(S(=O)(=O)N2CCN(c3ccccc3F)CC2)cc1C,1
Cc1cc(C)nc(SCC(=O)Nc2ncc3c(n2)CCCC3=O)n1,-31
CCOC(=O)C1CCN(c2c(NCCCN(CC)c3ccccc3)c(=O)c2=O)CC1,-34
O=C(NCCN1CCN(c2ccccc2F)CC1)C1CC(=O)N(C2CCCC2)C1 (stereo not given),-11
Cc1ccc(-c2noc(CCC(N)=O)n2)cc1,2
CCCc1cc2c(cc1NS(=O)(=O)c1ccc(CCNC(C)=O)cc1)OCO2,10
Cc1cc(O)c2c(-c3ccccc3)cc(=O)oc2c1,-30
CC1CCCCN1C(=O)CSc1nc2ccsc2c(=O)n1Cc1ccccn1 (stereo not given),-32
O=C(CN1CCC(NC(=O)c2ccc(F)cc2)CC1)NCc1ccccc1F,6
O=C(Nc1nccs1)c1cnccn1,-4
O=C(NO)c1ccccc1O,-7
Cc1ccc(C(=O)N2CCN(c3ccc(NC(=O)c4cccnc4)cc3)CC2)cc1,4

# (continued)
SMILES,GBA activity up
COc1cccc(C(=O)OCn2nnc3ccccc3c2=O)c1,-6
COC(=O)c1cccc(S(=O)(=O)N2CCC(NC(=O)NC34CC5CC(CC(C5)C3)C4)CC2)c1,-29
Cc1nnc(NC(=O)C2CCN(c3cnccn3)CC2)s1,-38
C=C(C)CN(CC)C(=O)CSc1nc2ncc(Cl)cc2[nH]1,-3
COc1cccc(-c2ccc(-c3noc(-c4ccccc4F)n3)c(OC)n2)c1,-20
Cc1cc(C)c2c3c(c(-c4ccccc4)n2n1)c(=O)n(C)c(=O)n3C,-12
CCOC(=O)C1CCN(C(=O)CSc2cc(=O)n(C)c3ccccc23)CC1,0
O=C(O)C1CCC(CNCc2cccnc2)CC1 (stereo not given),-5
O=C1C2CC=CCC2C(=O)N1CC1CCCO1 (stereo not given),1
COc1ccc(OC)c(C2=NOC(C(=O)Nc3cccc(C(C)=O)c3)C2)c1 (stereo not given),-5
COc1cc(C)c(C(C)C)cc1S(=O)(=O)N1CCN(C)CC1,10
FC(F)(F)Oc1ccc(Nc2nc3ccccc3o2)cc1,18

# Four compounds picked at random from those above, as already listed:
SMILES,GBA activity up
Cc1cc(O)c2c(-c3ccccc3)cc(=O)oc2c1,-30
O=C1C2CC=CCC2C(=O)N1CC1CCCO1 (stereo not given),1
Cc1cc(C)c2c3c(c(-c4ccccc4)n2n1)c(=O)n(C)c(=O)n3C,-12
Cc1nnc(NC(=O)C2CCN(c3cnccn3)CC2)s1,-38

# Next part
SMILES,GBA activity up
CC(=O)Nc1cccc(N2C(=O)CC(N3CCC(C(=O)N4CCCCC4)CC3)C2=O)c1 (stereo not given),-20
COc1ccc(S(=O)(=O)N2CCOCC2)c(Cl)c1Cl,-66
CCCc1cc(=O)[nH]c(SCC(=O)c2cc(C)n(CCOC)c2C)n1,-17
COc1ccc(-c2cc(C(F)F)n3ncc(C(=O)N4CCSCC4)c3n2)cc1,-3
CC(=O)C1=C(O)C=C(c2ccco2)CC1c1ccco1 (stereo not given),-20
COC(=O)COc1ccc(S(=O)(=O)Nc2ccc3c(c2)OCO3)cc1,-7
CCN(CC)CCCN1C(=O)c2oc3ccccc3c(=O)c2C1c1cccnc1 (stereo not given),-19
Cc1ccc2c(NC(=O)C3CC3)cccc2n1,-17
Cc1cccc(C(=O)NC2CC3CCCC(C2)N3C(=O)NC2CCCCC2)c1 (stereo not given),-12
COc1ccc2[nH]c(=O)c(CN(Cc3nnnn3Cc3ccco3)C3CCCCC3)cc2c1,5
COc1ccc(OC)c(NC(=O)C(CC(C)C)NC(=O)C2CCCCC2)c1 (stereo not given),-56
COc1ccc(NC(=O)CSC2=NC(=O)CC(C)=N2)cc1,12

# (listing goes on)
SMILES,GBA activity up
CS(=O)(=O)N(CC(=O)NCc1ccc2c(c1)OCO2)Cc1ccccc1,-3
c1ccc(CC2CNc3ccccc3CN2)cc1 (stereo not given),-3
CCCc1cc(=O)n2[nH]c(CCc3ccccc3)nc2n1,-1
CCOc1ccc2[nH]c(C)c(CN3CCCCC3)c(=O)c2c1,-21
COc1cc(OC)c(C2C(C(=O)Nc3ccccc3)=C(C)Nc3ncnn32)cc1OC (stereo not given),-5
COc1ccc(NC(=O)Cn2nnc(C(N)=O)c2N)c(OC)c1,0
CCCn1c2ccccc2c2nnc(SCC(=O)Nc3ncccn3)nc21,-15
CC(C)C(c1nnnn1C1CCCC1)N1CCN(C(=O)c2ccco2)CC1 (stereo not given),-18
O=C1c2oc3ccc(Cl)cc3c(=O)c2C(c2cccnc2)N1Cc1ccco1 (stereo not given),-8
CN1CCN(S(=O)(=O)c2ccc(NC(=O)c3ccc(Br)s3)cc2)CC1,-8
COC(=O)C1=C(C)NC(=O)NC1c1cn(-c2ccccc2)nc1-c1cccs1 (stereo not given),-29
Cc1cc(C)nc(N2CCCC(C(=O)Nc3ccc4c(c3)OCCO4)C2)n1 (stereo not given),-13

# Following part
SMILES,GBA activity up
Cc1cc(C(F)(F)F)c(C#N)c(SCC(=O)NC(C)(C)C)n1,-21
CCn1c(CSc2nnc(-c3ccoc3C)n2C)nc2cc(S(=O)(=O)N(C)C)ccc21,-7
CCOC(=O)c1sc(=NC(=O)c2cc(OC)c(OC)c(OC)c2)n(C)c1C,-36
CCCCCOC(=O)Cn1c(N2CCOCC2)nc2c1c(=O)[nH]c(=O)n2C,-13
CC1(C)CC(=O)C=C(Nc2ccccc2O)C1,-10
O=C(NCc1cccs1)C1CCCN(c2nc3ccccc3o2)C1 (stereo not given),21
CCC1Oc2ccc(C)cc2N(CC(=O)NCCC2=CCCCC2)C1=O (stereo not given),-1
C=CCNC(=O)NC(=O)COC(=O)CCCSc1nc2ccccc2[nH]1,34
Cc1ccccc1C(=O)N1CCN(c2ccc(NC(=O)c3ccco3)cc2Cl)CC1,15
O=C(c1ccco1)N1CCN(C(=O)C2CC(c3ccc(Cl)c(Cl)c3)=NO2)CC1 (stereo not given),-6
Cn1nc(C(=O)NCc2cccnc2)c2ccccc2c1=O,-17
CCOc1ccc2[nH]c(=O)c(C(c3nnnn3Cc3ccco3)N3CCCC(C)C3)cc2c1 (stereo not given),25

# Some of the entries so far, as labelled records:
> O=C(NCc1cccs1)C1CCCN(c2nc3ccccc3o2)C1 (stereo not given)
  GBA activity up: 21
> CCC1Oc2ccc(C)cc2N(CC(=O)NCCC2=CCCCC2)C1=O (stereo not given)
  GBA activity up: -1

# (more compounds)
SMILES,GBA activity up
C=CCn1c(NC)cc(=O)n(C)c1=O,2
COc1nc(-c2ccc(C)cc2)ccc1-c1noc(-c2cccnc2)n1,-30
COc1ccc(C2c3c(oc4ccccc4c3=O)C(=O)N2Cc2ccncc2)cc1OC (stereo not given),-5
Cc1ccc(CN2C(=O)CCC2C(=O)NCc2ccc3c(c2)OCO3)cc1 (stereo not given),5
Cn1cnc(S(=O)(=O)Nc2ccc(C(F)(F)F)cc2)c1,-6
C=CCN1C(=O)C(CC(=O)NCC)SC1=Nc1ccc(S(N)(=O)=O)cc1 (stereo not given),-5
COC(=O)Nc1cc(C(F)(F)F)ccc1N1CCN(c2ccccc2)CC1,-21
O=C(CN1CCN(C(=O)c2cccs2)CC1)Nc1ccc(Br)cc1,-14
Cc1cc(NCCCN2CCOCC2)n2c(nc3ccccc32)c1C#N,6
CC(c1ccco1)N(C(=O)C12CC3CC(CC(C3)C1)C2)c1ccccn1 (stereo not given),-1
O=C(c1ccc2c3c(cccc13)CC2)N1CCN(c2ncccn2)CC1,-20
COc1cc(NS(=O)(=O)c2ccc(C)cc2)c2ncccc2c1,-35

# Continuation.
SMILES,GBA activity up
CCOc1ccccc1-c1nc(C(N)=O)c2[nH]c(=O)n(-c3cccc(C)c3)c2n1,-27
CCOC(=O)CNc1c(-c2ccc(O)cc2)nc2ccc(Cl)cn12,4
CC1=Nn2c(nnc2-c2ccccc2)SC1,-60
O=C(c1cccc(-c2nnc(-c3ccccc3)o2)c1)N1CCCCC1,-23
COc1cccc(N(CC(=O)NC(C)(C)C)C(=O)C2CSC(=O)C2)c1 (stereo not given),-21
O=C(Nc1cccc2c1CCCC2)C1CCN(c2nnnn2-c2ccccc2)CC1,15
CC(C)(C)NC(=O)CN(Cc1cccs1)C(=O)c1csnn1,18
CC(C)(C)N=C1SCC(C)(/C=N/O)S1 (stereo not given),8
Cc1ccc(C)c(NS(=O)(=O)c2c(C)ccc3nsnc23)c1,-24
CC(Nc1cc(=O)n(C)c(=O)[nH]1)c1ccccc1 (stereo not given),0
Cc1ccc(Cn2c(NCCc3ccccc3)nc3c2c(=O)n(C)c(=O)n3C)cc1,11
CCc1cccc2c(=O)c(C(=O)N3CCCCCC3)c[nH]c12,-27

# New compounds follow
SMILES,GBA activity up
COc1ccc(Br)cc1C(=O)Nc1ccc(O)cc1,-57
Cc1nnc(N(Cc2ccco2)C(=O)c2cccc(C#N)c2)s1,-8
COc1cc(C(=O)NCCc2ccc(S(N)(=O)=O)cc2)cc(OC)c1OC,1
Cn1c(=O)cc(OCC(=O)NC2CCCCC2)c2ccccc21,-63
CC1(c2ccccc2)NC(=O)N(CC(=O)NC(=O)NC2CCCC2)C1=O (stereo not given),-25
COc1cccc(CNC(=O)C2CCCN(c3nc4ccccc4o3)C2)c1 (stereo not given),-9
COCCn1c(C)cc(C(=O)CSc2ncnc3sc4c(c23)CCC4)c1C,5
Cc1ccc(CNC(=O)C2CC(=O)N(C3CCCCCCC3)C2)cc1 (stereo not given),18
CSCCC(NC(=O)c1ccco1)C(=O)OCC(=O)Nc1sccc1C#N (stereo not given),-1
COc1ccccc1Oc1cc(C#N)c(C#N)cc1-n1nnc2ccccc21,-3
COc1ccc(NC(=O)C(Cc2ccccc2)NC(=O)c2ccco2)cc1OC (stereo not given),-13
CCOC(=O)C1CCCN(C(=O)c2sc3nc(-c4ccc(F)cc4)cn3c2C)C1 (stereo not given),-25

# As entered above:
# Under GBA activity up, Cc1ccc(CNC(=O)C2CC(=O)N(C3CCCCCCC3)C2)cc1 (stereo not given) has the entry 18
# Under GBA activity up, COc1ccc(NC(=O)C(Cc2ccccc2)NC(=O)c2ccco2)cc1OC (stereo not given) has the entry -13
# Under GBA activity up, CSCCC(NC(=O)c1ccco1)C(=O)OCC(=O)Nc1sccc1C#N (stereo not given) has the entry -1

# (continued)
SMILES,GBA activity up
CC(=O)N1CCc2cc(S(=O)(=O)NCCC(=O)NCCc3ccc(C)cc3)ccc21,2
CCCn1c(=N)n(CC(O)c2ccco2)c2ccccc21 (stereo not given),-22
C=CCN(C(=O)CNC(=O)c1ccco1)C(C(=O)NC1CCCCC1)c1ccc(F)cc1 (stereo not given),1
Cn1c(=O)c2c(ncn2CC(=O)N2CCN(c3ccccc3)CC2)n(C)c1=O,-2
COc1ccc(S(=O)(=O)N2CCCN(CCC(=O)Nc3cccc(C(F)(F)F)c3)CC2)cc1,-80
CCc1nc(SCC(=O)N2CCC(C)CC2)c2c(=O)n(C)c(=O)n(C)c2n1,-19
CN1C(=S)SC(C)(NO)C1(C)C (stereo not given),-7
CCOC(=O)C1CCN(S(=O)(=O)c2nc3nc(C)cc(C)n3n2)CC1,-17
CCOC(=O)c1ccccc1NC(=O)COC(=O)C1=COCCO1,-11
CCOC(=O)C1CCCn2c1nc1sc3c(c1c2=O)CCCC3 (stereo not given),-6
CCOc1nc(-c2ccccc2)ccc1-c1noc(-c2ccc(OC)c(OC)c2)n1,-13
CCOC(=O)Cc1ccc(NS(=O)(=O)c2ccc(SC)cc2)cc1,-1

# Following part.
SMILES,GBA activity up
Cc1cc(Cl)c(S(=O)(=O)NCc2cccnc2)cc1OCC(N)=O,4
O=C(COc1ccccc1)N1CCc2ccccc2C1,-3
Cc1ccc(C)c(N(CC(=O)NCCSCc2ccco2)S(C)(=O)=O)c1,-22
CS(=O)(=O)N(CC(=O)NCC1CCCO1)Cc1ccc(Cl)cc1 (stereo not given),-50
O=C(CCCOc1ccccc1)Nc1nncs1,-5
Cc1c(N(C)C(=O)c2ccccc2F)c(=O)n(-c2ccccc2)n1C,-1
COC(=O)c1ccccc1NC(=O)CN(C)S(=O)(=O)c1cc(C)ccc1OC,-29
CCOC(=O)Nc1ccc2c(c1)N(C(=O)CN(CC)CC)c1ccccc1C=C2,-50
COc1ccc(CCNC(=O)CS(=O)Cc2nc(-c3cccs3)oc2C)cc1OC (stereo not given),-28
O=C(O)CSc1nnc(-c2cc3ccccc3o2)n1-c1ccccc1,4
N=c1n(Cc2ccc(Cl)cc2)c2ccccc2n1CC(O)c1ccco1 (stereo not given),-49
O=C(Nc1cccc2ncccc12)c1ccc2c(c1)OCCO2,5

# The listing continues:
SMILES,GBA activity up
CC1(C)CC(=O)c2sc(N)nc2C1,-7
CC(C)CNC(=O)c1cc(-c2ccco2)on1,-6
O=S(=O)(NCCC1=CCCCC1)c1cccc(S(=O)(=O)N2CCOCC2)c1,-14
Nc1nc(CN2CCN(Cc3ccc4c(c3)OCO4)CC2)nc(Nc2ccccc2)n1,6
COc1ccc(CC(=O)OCc2nnc(C3COc4ccccc4O3)o2)cc1OC (stereo not given),-14
COc1ccc(CC(=O)N2CC(=O)N(CCc3ccccc3)C(=O)C2)cc1,-1
CCn1cc(C(=O)NCc2ccc3c(c2)OCO3)c(=O)c2cc(S(=O)(=O)N3CCOCC3)ccc21,-4
CCOC(=O)C1=C(C)NC(SC(C)=O)=NC1c1ccc(OC(C)=O)c(OC)c1 (stereo not given),-1
CN(C)C(=O)Cn1c(SCC(=O)NC2CCCCC2)nc2ccccc21,-52
COc1cccc(NC(=O)CSc2ccccn2)c1,28
O=C(NCc1ccccc1F)c1cccs1,13
CCc1nnc(NC(=O)CCC(=O)NCC2CCCO2)s1 (stereo not given),-25
